High-throughput results deposited in PubChem BioAssay by The Scripps Research Institute Molecular Screening Center.
CHRM1 agonist: activates human CHRM1 receptor; P11229; CHO-K1 hM1, Fluo-8 calcium fluorescence, agonist mode; 0% DMSO, 100% acetylcholine EC100; activation, % at 3 µM; 360,000 tested, 0.33% active;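 active = activation above the run's mean compound activation plus 3 SD, cut at about 16% in these data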;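 also: peak over basal fluorescence ratio within a 140 s kinetic read after compound addition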
Target sequence (P11229 whole entry, looked up): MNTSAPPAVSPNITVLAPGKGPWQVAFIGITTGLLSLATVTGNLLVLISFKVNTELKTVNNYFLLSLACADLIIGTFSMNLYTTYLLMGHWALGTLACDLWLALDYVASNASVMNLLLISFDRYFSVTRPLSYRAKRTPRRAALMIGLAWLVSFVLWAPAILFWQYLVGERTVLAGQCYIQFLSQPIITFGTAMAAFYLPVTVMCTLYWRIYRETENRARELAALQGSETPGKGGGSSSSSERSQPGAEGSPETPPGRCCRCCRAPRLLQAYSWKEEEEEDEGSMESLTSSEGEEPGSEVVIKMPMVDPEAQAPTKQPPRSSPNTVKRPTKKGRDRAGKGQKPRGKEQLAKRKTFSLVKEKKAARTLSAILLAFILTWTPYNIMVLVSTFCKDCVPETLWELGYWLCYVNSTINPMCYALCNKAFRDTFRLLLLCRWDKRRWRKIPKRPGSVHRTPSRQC
CHO-K1 Ca PAM: nonselective activator or artifact in parental CHO-K1 calcium assay | ATP EC20, Fluo-8 calcium fluorescence; 0% at ATP EC20, 100% at ATP max | activation, % at 3 µM | 360,000 tested, 0.02% active | AID 602247;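 active = activation above the run cutoff, the mean activation of all test compounds plus 3 SD, cut at about 40% in these data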;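 also: peak over basal fluorescence ratio in a 140 s read after ATP addition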
CHO-K1 Ca ag: counter-screen for M1 agonists: effect in parental CHO-K1 cells. 360,000 tested, 0.48% active. Fluo-8 calcium fluorescence; scaled to maximal ATP response, vehicle zero. activation, % at 3 µM; in the data active = activation above about 15%;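 also: untransfected CHO-K1 host cells lacking M1 receptor as counterscreen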
TAAR1 antagonist: human TAAR1 antagonism; Q96RJ0; CHO RD-HGA16 TAAR1, Fluo-8 calcium fluorescence, antagonist; inhibition, % at 3 µM; 360,000 tested, 1.5% active;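 active = inhibition above a per-plate cutoff, the mean inhibition of test compounds on that plate plus 3 SD, cut at about 49% in these data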;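 also: 0% = DMSO plus EC80 beta-PEA response and 100% = DMSO alone without agonist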
Target sequence (Q96RJ0 whole entry, looked up): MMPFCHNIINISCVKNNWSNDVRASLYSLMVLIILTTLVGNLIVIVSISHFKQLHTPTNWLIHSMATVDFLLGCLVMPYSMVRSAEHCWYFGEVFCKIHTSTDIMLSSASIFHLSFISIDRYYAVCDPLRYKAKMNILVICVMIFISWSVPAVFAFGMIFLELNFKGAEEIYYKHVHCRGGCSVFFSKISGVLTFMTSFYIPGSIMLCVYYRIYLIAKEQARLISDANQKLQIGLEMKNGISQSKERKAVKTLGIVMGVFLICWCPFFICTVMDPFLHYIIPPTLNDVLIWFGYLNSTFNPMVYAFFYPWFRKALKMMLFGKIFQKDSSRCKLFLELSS
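Test system: RD-HGA16 CHO cells with stable hTAAR1 and Gα16 / Probe or stimulus: EC80 β-phenethylamine stimulus / Times: seeding 17-24 h prior, 75-min 37 °C, 30-min RT dye loading / Detection: Fluo-8 calcium-sensitive fluorescence / Read-out basis: % inhibition scaled between DMSO and EC80 PEA controls / Repeats: singlicate, one well per test compound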
M1 PAM: positive allosteric modulators of human M1 muscarinic receptor; AID 588819; activation, % at 3 µM; P11229; 360,000 tested, 0.088% active; CHO-K1 hM1, Fluo-8 calcium fluorescence, ACh EC20; 0% = ACh EC20, 100% = maximal ACh; in the data active = activation above about 19%, passing the limit was not always enough
CHO parental Ca: counter-screen for OX1R antagonists: effect in parental CHO cells. 330,000 tested, 0.63% active. AID 463079. parental CHO-K1, ATP-induced calcium, Fluo-8 fluorescence. inhibition, % at 5.6 µM;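 active = inhibition above that plate's mean sample inhibition plus 3 SD, cut at about 26% in these data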;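 also: 0% = ATP-challenged DMSO wells and 100% = DMSO wells without ATP; some compounds past the cut are filed as inactive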
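test system = CHO parental line | reagent = ATP stimulus | measured by = intracellular calcium via Fluo-8 no-wash fluorescent dye | control set = ATP and no-ATP DMSO wells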
CHO-K1 Ca antag: nonselective inhibitor or artifact in parental CHO-K1 cells | ATP-induced calcium, Fluo-8 fluorescence | inhibition, % at 3 µM | 360,000 tested, 0.6% active;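 active = inhibition above a per-plate cutoff, the plate's mean sample inhibition plus 3 SD, cut at about 24% in these data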;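 also: 0% = DMSO plus EC80 ATP and 100% = DMSO alone without ATP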
M1 antag: antagonists of human M1 muscarinic receptor; CHO-K1 hM1, Fluo-8 calcium fluorescence, ACh EC80 antagonist; P11229; inhibition, % at 3 µM; AID 588852; 360,000 tested, 1.3% active;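 active = percent inhibition above its own plate's cutoff, namely the mean of that plate's compound wells plus 3 SD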;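 also: peak over basal fluorescence ratio during 140 s after agonist addition; 0% = ACh EC80 plus DMSO and 100% = DMSO alone without agonist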
TAAR1 ag: agonists of human TAAR1; Q96RJ0; CHO RD-HGA16 TAAR1, Fluo-8 calcium fluorescence; vehicle wells 0%, saturating PEA agonist 100%; activation, % at 3 µM; 360,000 tested, 0.99% active; AID 624467;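 active = activation above the mean activation of all test compounds in the run plus 3 SD, cut at about 38% in these data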
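test system = CHO RD-HGA16 cells carrying human TAAR1 plus Gα16 | schedule = 17-24 h seeding, 75 min 37 °C dye, 30 min RT | compound dosing = 3 µM single concentration | control set = DMSO and PEA EC100 | replicates = n 1 | signal = Fluo-8 fluorescence, 5 s baseline then 140 s kinetic read | measure = percent activation vs PEA EC100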
An asterisk follows results filed as active; . = not tested or not shown.

SMILES | CHRM1 agonist | CHO-K1 Ca PAM | CHO-K1 Ca ag | TAAR1 antagonist | M1 PAM | CHO parental Ca | CHO-K1 Ca antag | M1 antag | TAAR1 ag
CCOc1ccccc1NC(=O)CN1CCCCCC1 | -10 | -10 | 0.2 | -26 | -15 | -14 | -31 | 26* | 1
O=C1CCC([N+](=O)[O-])C(c2ccccc2C(F)(F)F)N1 (stereo not given) | 3 | -17 | 0.9 | -13 | 4 | -6 | -8 | 2 | 3
Cn1c(CSCc2ccc(Cl)cc2)n[nH]c1=S | -4 | 5 | -0.1 | -3 | -1 | 6 | -5 | 2 | 0
Cc1ccc2c(c1)C1(OCCCO1)C(=O)N2CC(=O)NN | -4 | 6 | 0.7 | -9 | -1 | 4 | -4 | -4 | 0
CCCc1cc(C(=O)N2CCCN(C)CC2)cs1 | -6 | 7 | 3.9 | -19 | 4 | -7 | -3 | -10 | -1
C=CCN1C(=O)C2C3C=CC(C2C1=O)C1C2C(=O)N(CC=C)C(=O)C2C31 (stereo not given) | -2 | 22 | 0.5 | 2 | 7 | 10 | -8 | -13 | 0
O=C(O)/C=C/C(=O)N1Cc2cc3ccccc3nc2C1 | -3 | -1 | 0.4 | -11 | 0 | -9 | -16 | 8 | 0
CCOC(=O)N1CCN(C(=O)C2CC(=O)N(c3ccccc3)C2)CC1 (stereo not given) | -1 | -1 | 0.5 | -5 | 5 | -12 | 2 | -4 | 2
O=C(CN(Cc1ccc(F)cc1)C(=O)CCC(=O)Nc1ccccn1)NCc1ccc(F)cc1 | -6 | 17 | 2.3 | 4 | 7 | -9 | -5 | -9 | 3
COc1cc(C(C(=O)NC(C)(C)C)N(Cc2ccc3c(c2)OCO3)C(=O)c2cnccn2)cc(OC)c1OC (stereo not given) | -2 | -8 | 0.3 | -7 | 4 | 4 | 7 | -22 | 2
O=C(CSc1ccc(-c2ccccn2)nn1)Nc1ccc(F)cc1F | 0 | 0 | 0.3 | -7 | 8 | -16 | 9 | -8 | 3
CCOc1ccc(C(=O)NCC(=O)N2CCCCCCC2)cc1 | -5 | -17 | -0.8 | -4 | 2 | -15 | 18 | -7 | -2
COc1ccc(NC(=O)C2CCCN(c3cnccn3)C2)cc1 (stereo not given) | -2 | -15 | 1.2 | -8 | 5 | -8 | -15 | -8 | 3
CC(CC(=O)OCC(=O)NC1CCS(=O)(=O)C1)c1ccccc1 (stereo not given) | 0 | -2 | 0.7 | -13 | 7 | -6 | -10 | -15 | 1
CCN(CC)c1cc2c(c3c1ccn3C)C1CCC2C1 (stereo not given) | -9 | 0 | 0.5 | -30 | -11 | . | 25* | 23 | 14
O=C(Nc1ccccc1)C1C2CCCCC21 (stereo not given) | -6 | -6 | -0.2 | -7 | 5 | -9 | -3 | -12 | 9
O=C(Nc1ccc(F)c(Cl)c1)c1cc(C2CCCCN2C(=O)c2ccccc2)on1 (stereo not given) | -8 | 9 | 5.0 | 11 | -6 | . | 9 | -1 | -1
COc1ccc(C2CC(c3ccc(Cl)cc3)=NN2C(=O)c2cccc([N+](=O)[O-])c2)cc1 (stereo not given) | -6 | 4 | 0.0 | -32 | 17 | -15 | 0 | -6 | 3
COC(=O)Cc1c(C)c2ccc(OC(C)C)cc2oc1=O | -3 | 8 | 0.5 | -19 | 6 | -13 | -10 | -12 | -1
CCCCC(=O)N/N=C(\C)c1cccc(NC(=O)C2CC2)c1 | -7 | 23 | 0.1 | -12 | 8 | 6 | -8 | -20 | 2
CC1=C(C(=O)Nc2ccccc2)C(c2ccc(O)cc2)N2C(=O)CSC2=N1 (stereo not given) | 0 | 3 | 0.6 | -23 | -5 | -7 | -1 | 23 | 4
Cc1cc(=O)n2c(C)n[nH]c2n1 | 0 | 14 | 0.5 | 9 | 3 | -10 | -3 | -16 | 10
CCN(CC)S(=O)(=O)c1ccc(N2CCN(c3ccccc3O)CC2)nc1 | -4 | -6 | 11 | 11 | -8 | -6 | -1 | 11 | 6
COc1ccc(C(C#N)=C2C=C(Cl)C(=NO)C=C2Cl)cc1 | -1 | 15 | 0.1 | 8 | -1 | . | -22 | -12 | 1
CC(C)c1ccc(OCC(=O)NNC(=S)NC(=O)c2ccco2)c(Br)c1 | -3 | 11 | 1.1 | 7 | 10 | -2 | -5 | -8 | 44*
COCCNC(=O)C(=O)NCCN1CCOCC1 | -1 | -7 | 0.4 | -13 | 7 | 0 | 5 | 5 | -1
Cc1ccccc1NC(=O)/C(C#N)=C/c1ccsc1 | -8 | 4 | -0.1 | -3 | -10 | -3 | -6 | 2 | -3
COc1cccc(OC)c1-c1nnc(-c2cn(C)c3ccccc23)o1 | -1 | -1 | 0.2 | 4 | 5 | -8 | -4 | -4 | 10
C/C(=N\NC(=O)C(c1ccncc1)N1CCOCC1)c1ccc(Br)cc1 (stereo not given) | 0 | 20 | 0.6 | 12 | 3 | -3 | -8 | -8 | 0
COc1ccc(CCn2c(N)cc(=O)[nH]c2=S)cc1OC | 0 | 13 | 0.1 | 1 | 7 | 10 | -7 | -26 | 5
O=C(O)c1ccc(COc2ccc3ccccc3c2/C=C2/NC(=O)N(Cc3ccc(F)cc3)C2=O)cc1 | -6 | 5 | 0.1 | 56* | -4 | . | -11 | 12 | 14
CCCc1n[nH]c2c1/C(=N/O)CC(c1ccccc1)C2 (stereo not given) | -2 | 20 | 1.1 | 10 | 6 | -23 | -12 | -6 | 7
Cc1ccc(OCC(O)CN2C(=O)NC(C)(C)C2=O)c(C)c1 (stereo not given) | 0 | 12 | 0.7 | -4 | 12 | -7 | -5 | -5 | 2
FC(F)(F)c1nnc2ccc(N3CCCC3)nn12 | -4 | 4 | 0.4 | -1 | 7 | -1 | -4 | -13 | 3
Cc1cccc(NC(=O)C2CCN(S(=O)(=O)c3ccc4ccccc4c3)CC2)n1 | -3 | 14 | 2.5 | 12 | 2 | -14 | 0 | 12 | 2
CCOC(=O)C1=CN(Cc2cccc(Br)c2)S(=O)(=O)N(CC)C1C (stereo not given) | -7 | 12 | 0.9 | 33 | -2 | -13 | -19 | -7 | 6
COc1cc(/C=C/c2nc(-c3ccccc3O)n[nH]2)cc(OC)c1OC | -3 | -2 | 3.3 | 72* | -3 | -15 | 10 | 6 | 3
COc1ccccc1N1CCN(C2CCCN(C(=O)CN3CCCC3=O)C2)CC1 (stereo not given) | -2 | -3 | 0.2 | -3 | 14 | . | -8 | -15 | 1
O=C(COc1ncnc2ccccc12)c1ccc2c(c1)OCCO2 | 0 | -6 | 1.3 | 6 | 9 | -22 | 9 | -12 | 25
COc1ccccc1N1CCN(C(=O)c2ccc3[nH]c4c(c3c2)CC(C)CC4)CC1 (stereo not given) | 0 | 9 | 1.4 | 10 | 7 | -15 | 0 | -5 | 4
CCOc1ccc(-c2nnc(N3CCOCC3)c3ccccc23)cc1 | -11 | 9 | 0.1 | -1 | -11 | . | -14 | -3 | 1
Cc1cc(NC(=O)CN2C(=O)NC(CC(C)C)C2=O)no1 (stereo not given) | -3 | 11 | 0.0 | -14 | 4 | -14 | -9 | -6 | -2
CCCC(CCC)c1nnc(NC(=O)c2ccco2)s1 | 1 | 11 | 1.1 | -8 | 3 | -2 | -10 | -8 | 0
CCN(CC)CCn1c(=S)[nH]c2ccc(Cl)cc2c1=O | -7 | 5 | 0.0 | 4 | -6 | -7 | -5 | 6 | 4
c1csc(-c2nnc(N3CCCCCC3)c3ccccc23)c1 | -10 | 22 | 1.1 | -21 | -4 | -15 | -3 | 9 | 4

One compound at a time (already shown):
CCOC(=O)C1=CN(Cc2cccc(Br)c2)S(=O)(=O)N(CC)C1C (stereo not given) across the screens: CHRM1 agonist: -7; CHO-K1 Ca PAM: 12; CHO-K1 Ca ag: 0.9; TAAR1 antagonist: 33; M1 PAM: -2; CHO parental Ca: -13; CHO-K1 Ca antag: -19; M1 antag: -7; TAAR1 ag: 6
CCN(CC)CCn1c(=S)[nH]c2ccc(Cl)cc2c1=O across the screens: CHRM1 agonist: -7; CHO-K1 Ca PAM: 5; CHO-K1 Ca ag: 0.0; TAAR1 antagonist: 4; M1 PAM: -6; CHO parental Ca: -7; CHO-K1 Ca antag: -5; M1 antag: 6; TAAR1 ag: 4

Returning to the listing with the two entries that preceded the break.
SMILES | CHRM1 agonist | CHO-K1 Ca PAM | CHO-K1 Ca ag | TAAR1 antagonist | M1 PAM | CHO parental Ca | CHO-K1 Ca antag | M1 antag | TAAR1 ag
CCN(CC)CCn1c(=S)[nH]c2ccc(Cl)cc2c1=O | -7 | 5 | 0.0 | 4 | -6 | -7 | -5 | 6 | 4
c1csc(-c2nnc(N3CCCCCC3)c3ccccc23)c1 | -10 | 22 | 1.1 | -21 | -4 | -15 | -3 | 9 | 4
C/C(N)=C(/C#N)C(=O)COc1ccc(Cl)cc1Cl | -5 | 16 | 2.6 | 1 | 14 | 13 | -5 | -9 | 7
O=C(COc1ccc(Br)cc1)N(CCO)CCO | -2 | 21 | 0.4 | -1 | 8 | 2 | -9 | -4 | 0
COC(=O)Nc1ccc(S(=O)(=O)n2cnc3ccccc32)cc1 | -4 | 20 | 0.8 | 6 | 6 | -2 | -8 | -7 | 13
Nc1nc(Cl)nc(N(c2ccccc2)c2ccccc2)n1 | 3 | 9 | 0.5 | -7 | 8 | -5 | 5 | -3 | 10
CC(OC(=O)CNC(=O)c1ccc(Cl)cc1)C(=O)NC1CCCCC1C (stereo not given) | 7 | -22 | 0.4 | -2 | 14 | -6 | 25* | -6 | -1
COC(=O)c1ccc(COC(=O)c2ccccn2)cc1 | -3 | 12 | 0.2 | -5 | -4 | 0 | -11 | 6 | 12
O=C(CCC1CCCN(C(=O)c2cc(F)ccc2F)C1)N1CCN(c2ccccn2)CC1 (stereo not given) | -6 | 11 | 1.9 | 7 | 3 | . | -6 | -3 | 2
O=C(Nc1ccc(F)cc1F)c1c(C(F)(F)F)ccnc1Oc1cccc(C(F)(F)F)c1 | -4 | -4 | -0.3 | -17 | 1 | -2 | -2 | -4 | 1
CCCNC(=O)CCc1cc(C(C)(C)C)c(O)c(C(C)(C)C)c1 | -10 | 16 | 0.2 | -8 | 12 | -12 | 2 | -11 | 5
O=C(CN1/C(=C(/O)c2ccccc2)C(=O)c2ccccc2S1(=O)=O)c1ccccc1 | -2 | 11 | -0.4 | 12 | 9 | -22 | -2 | -11 | 7
CC(C)(C)CC(=O)Nc1nnc(SCC(=O)NCc2cccs2)s1 | -3 | 19 | 2.5 | 10 | 6 | -15 | -20 | -5 | 2
Oc1ccc(C[C@H]2CNC(=S)N2CC2CCCN2C[C@H](Cc2ccccc2)N2C[C@H](Cc3ccc(O)cc3)N(CCc3ccccc3)C2=S)cc1 (stereo not given in full) | 8 | 6 | 0.2 | -8 | 11 | . | -16 | -1 | 0
COC(=O)c1ccccc1NC(=O)COC(=O)CO/N=C(\C)c1ccc2c(c1)OCO2 | -1 | -19 | 0.5 | 10 | 2 | -12 | 8 | 2 | 0
CC(=O)Nc1cc(C(=O)CSc2nnc(C3CC3)n2C2CC2)ccc1O | 8 | -3 | -0.3 | 4 | 16 | -3 | -6 | 1 | 6
